Source: PubChem BioAssay
A549 viability = A549 cytotoxicity, counter-screen for Nrf2 inhibitors; A549 ARE-Fluc cells, CellTiter-Fluor viability, 18-24 h; Potency, µM (series often up to 46 µM), inactives show at the highest dose activity change, negative = cytotoxicity, actives largely listed as inhibitors; 0.16% of 390,000 active; also: potency is read from the fitted curve at half-maximal effect; % is scaled to controls: 0 for no effect and ±100 for the full control effect
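A549 ARE_Fluc cells in 5% FBS OPTI-MEM were exposed to compounds in concentration-response for 18-24 h at 37 deg C. Viability was read by CellTiter-Fluor fluorescence (Ex 405/Em 525) after 30 min, before the luciferase read.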
ATXN viability = viability counter-screen for ATXN expression inhibitors; S2 cells (HEK-293 line with an ATXN2-luciferase reporter) viability, CellTiter-Fluor protease fluorescence, 24 h; Potency, µM (titrated, usually from 56.7 µM), usual class: cytotoxic; 0.49% of 400,000 active; also: potency is read from the fitted curve at half-maximal effect; nearly all actives have a fitted effect of over 40% in size
Nrf2 activator = activators of Nrf2 (ARE) signaling; AREc32 ARE-luciferase reporter (MCF7-derived line), luminescence, 24 h; Potency, µM (doses to about 46.1 µM), without a hit: top-dose activation, actives largely listed as activators; 0.31% of 410,000 active; also: potency is read from the fitted curve at half-maximal effect; % of control where 0% means no effect; nearly all actives have a fitted effect of over 65% in size
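Luminescent ARE reporter assay in AREc32_Fluc cells: overnight plating at 37 deg C, 24 hr compound incubation, Steady-Glo added, 30 min RT before reading.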
Nrf2 block = inhibitors of Nrf2 signaling. Potency, µM (titrated, usually from 46 µM), for the others: at the highest dose activity change, negative = inhibition, most hits filed as inhibitors. 2.1% of 360,000 active. A549 ARE-Fluc reporter, luciferase luminescence, 18-24 h; also: potency is read from the fitted curve at half-maximal effect; % is scaled to controls: 0 for no effect and ±100 for the full control effect; nearly all actives have a fitted effect of over 60% in size
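Nrf2 activity is the BugLite luminescence, read 15 min after reagent at room temperature, following CellTiter-Fluor cytotoxicity readout (30 min, 37C). Compound titrations were applied for 18-24 h to 5000 A549 ARE_Fluc cells/well in 5% FBS OPTI-MEM.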
TGFb SMAD3 inh = inhibitors of TGF-b signaling; AID 588855; HepG2 CAGA-GFP TGF-b/SMAD3 reporter, GFP fluorescence, 18 h; TGF-beta stimulated, 500 pg/mL final; 1.2% of 410,000 active; Potency, µM (doses to about 46.1 µM), inactives show at the top dose activity, negative = inhibition, hits mostly inhibitors; also: potency is read from the fitted curve at half-maximal effect; % is scaled to controls: 0 for no effect and ±100 for the full control effect; nearly all actives have a fitted effect of over 65% in size
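Inhibition was scored as loss of TGF-beta-induced (500 pg/mL final, 18 hours, 37 degrees C) GFP in HEPG2 cells carrying a CAGA-GFP reporter, in DMEM with 1% FBS. Well GFP was summed per cell; Activity was normalised to unstimulated and stimulated DMSO wells, then concentration-response fitting.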
HepG2 viability = kills HepG2 cells in TGF-b inhibitor counter-screen. HepG2 CAGA-GFP viability, ATP luminescence, 18 h. Potency, µM (top dose mostly 46.1 µM), for the others: at the top dose activity change, negative = cytotoxicity, hits mostly cytotoxic. 0.76% of 410,000 active. AID 588856; also: potency is read from the fitted curve at half-maximal effect; some results filed as inactive show a strong effect at the top dose
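CellTiter-Glo luminescence gave cytotoxicity after 18 hours at 37 degrees C. The cells were HepG2 CAGA-GFP in 1% FBS DMEM, stimulated with 500 pg/mL TGF-beta after compound addition. %Activity was normalised to no-cell wells (complete cell-killing) and DMSO (no toxicity), and curves were fitted and classified.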
EPAC2 ag = agonists of human EPAC2 (RAPGEF4) | EPAC2 activation, biochemical qHTS; response scale: 100% = 6.5 mM cAMP response | AID 720711 | Potency, µM (doses to about 154 µM), without a hit: top-dose activation, most hits filed as activators | 0.079% of 360,000 active; also: potency is read from the fitted curve at half-maximal effect; nearly all actives have a fitted effect of over 50% in size
Target sequence (Q8WZA2 whole entry, looked up): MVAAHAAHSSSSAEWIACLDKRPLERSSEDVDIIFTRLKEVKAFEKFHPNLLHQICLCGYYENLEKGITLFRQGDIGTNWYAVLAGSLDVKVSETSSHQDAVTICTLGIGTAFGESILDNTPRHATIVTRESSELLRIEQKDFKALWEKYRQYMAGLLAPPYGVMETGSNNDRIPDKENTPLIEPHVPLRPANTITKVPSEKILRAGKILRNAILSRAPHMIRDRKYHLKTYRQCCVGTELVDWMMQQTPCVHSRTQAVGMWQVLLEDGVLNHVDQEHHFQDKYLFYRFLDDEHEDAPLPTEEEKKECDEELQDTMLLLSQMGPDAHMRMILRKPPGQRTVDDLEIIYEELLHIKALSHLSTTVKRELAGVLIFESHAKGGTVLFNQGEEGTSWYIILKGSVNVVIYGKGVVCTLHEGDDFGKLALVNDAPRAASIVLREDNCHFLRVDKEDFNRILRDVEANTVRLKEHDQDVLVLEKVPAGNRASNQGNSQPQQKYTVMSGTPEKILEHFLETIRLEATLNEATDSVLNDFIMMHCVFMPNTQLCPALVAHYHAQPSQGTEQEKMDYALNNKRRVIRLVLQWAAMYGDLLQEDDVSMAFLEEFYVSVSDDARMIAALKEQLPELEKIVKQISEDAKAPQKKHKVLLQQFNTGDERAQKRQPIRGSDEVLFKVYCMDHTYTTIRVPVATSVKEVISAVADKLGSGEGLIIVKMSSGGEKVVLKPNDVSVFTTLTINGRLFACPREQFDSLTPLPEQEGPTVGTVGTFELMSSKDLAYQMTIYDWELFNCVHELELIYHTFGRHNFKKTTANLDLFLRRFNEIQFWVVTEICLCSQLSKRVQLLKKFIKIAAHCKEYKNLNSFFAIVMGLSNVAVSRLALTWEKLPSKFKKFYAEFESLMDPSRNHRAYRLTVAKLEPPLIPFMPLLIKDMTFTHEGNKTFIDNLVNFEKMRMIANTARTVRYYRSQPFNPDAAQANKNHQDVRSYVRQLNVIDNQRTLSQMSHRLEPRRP
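In this primary screen, activation is scored as increased exchange of BODIPY-GDP from Rap1B by 100 nM EPAC2, with 50 uM GDP as competitor. Signal is normalized to the 6.5 mM cAMP agonist control.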
IL2 activator = IL-2 activation; activation, % (series mostly up to about 46 µM); IL-2 activation reporter assay, cell-based qHTS; stimulated with anti-CD3/CD4/CD28 beads; in transgenic mouse T cells; AID 652025; 0.065% of 360,000 active; in the data active = activation above about 50%; inconclusive = mostly about 30% to 49%; also: 0% is about no effect
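Readout is EGFP and DsRed signal by fluorescent plate cytometry after 18 h at 37 degrees C. Transgenic mouse T cells (750/well) received compound for 60 min before bead stimulation (anti-CD3, anti-CD4, anti-CD28); memory T cells served as non-tolerant control.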
ATXN2 expr inh = reduces ATXN2 reporter expression in HEK-293 cells; 0.72% of 360,000 active; Potency, µM (series often up to 57 µM), inactives show top-dose activity change, negative = inhibition, usual class: inhibitors; HEK-293 ATXN2-luciferase reporter, luminescence, 24 h; AID 1745845; also: potency is read from the fitted curve at half-maximal effect; % is scaled to controls: 0 for no effect and ±100 for the full control effect; nearly all actives have a fitted effect of over 55% in size
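qHTS (up to 57 uM final) was run with 24 h compound exposure of reporter cells at 37 °C. Each well was multiplexed: SteadyGlo luminescence measured ATXN2-luciferase expression after a fluorogenic Gly-Phe-AFC viability readout (25 uM final).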
* hit, by the source's call; i = inactive; ? = inconclusive; · = no result given; & = joins results of further samples; [ ] = remark or other dose. Unless noted, calls follow the shape of the dose curve; as a rule, active = well fitted curve in the direction sought with a large enough effect; inconclusive = small, poorly fitted or top-dose-only effect, or another doubt; inactive = no such curve, though single readings can be large; an effect the other way counts as inactive or inconclusive.

Each structure is followed by: A549 viability	ATXN viability	Nrf2 activator	Nrf2 block	TGFb SMAD3 inh	HepG2 viability	EPAC2 ag	IL2 activator	ATXN2 expr inh
1) COc1ccc(S(=O)(=O)N2CCOCC2)cc1NC(=O)CO/N=C/c1ccccc1OC(F)F
 : -2%	i	0.0%	-7%	-2%	17%	-7%	1.7	-10%
2) COC1c2ccccc2C(=O)N1Cc1ccc(F)cc1 (stereo not given)
 : 2%	i	0.2%	-1%	-17%	10%	-7%	-0.7	-6%
3) CN(C)C=NC(=O)c1cc(C(=O)c2ccc(C(C)(C)C)cc2)c[nH]1
 : 2%	i	0.2%	?	4%	-11%	-1%	-1.2	63%[activator][11.3 µM]
4) Cc1ccc2nc3c(cc(C(=O)NC4CCCC4)c(=N)n3C(C)C)c(=O)n2c1
 : ?	·	0.0%	11%	-3%	-12%	·	·	11%
5) CC(=O)c1sc(Nc2nc3ccc(F)cc3s2)nc1C
 : -3%	i	8.9%	9%	?	-35%	-13%	-1.4	1%
6) CCCN(C)C1CN(Cc2cn(Cc3ccc(F)cc3)nn2)S(=O)(=O)C1 (stereo not given)
 : ·	i	0.5%	·	·	·	6%	-0.1	4%
7) O=[N+]([O-])c1ccc(OCc2cn([C@@H](CO)c3ccccc3)nn2)c(Br)c1
 : 2%	i	4.0%	2%	-26%	-19%	10%	0.3	12%
8) COc1ccc(Br)cc1CNC(=O)c1cnc2sc(N3CCC(C)CC3)nn2c1=O
 : 1%	i	-1.1%	?	34%[activator]	1%	·	·	4%
9) CCOc1cc(C2NC(=O)NC(c3ccccc3)=C2C(C)=O)ccc1OCC(N)=O (stereo not given)
 : 1%	i	-1.0%	-8%	8%	-1%	13%	-0.3	-1%
10) O=C(COC(=O)c1c(Cl)cccc1Cl)NCc1cccs1
 : 11%	i	-0.8%	1%	-6%	-6%	1%	-2.9	0%
11) CCCCCn1c(SCCc2ccccc2)nc2c1c(=O)[nH]c(=O)n2C
 : 4%	?	0.3%	·	3%	-3%	-5%	0.1	?
12) O=C(N/N=C/c1ccccc1)c1ccc(NC(=O)c2ccc(F)cc2)cc1
 : -8%	?	3.5%	1%	35%[activator]	15%	5%	0.6	-37%
13) COC(=O)C(CC(=O)c1ccc(Cl)cc1)c1ccccc1 (stereo not given)
 : 14%	i	2.0%	16%	-22%	-4%	-16%	-3.5	9%
14) Cc1ccc(-c2noc(CCC(=O)NCc3ccco3)n2)cc1
 : -3%	i	14%	1%	-2%	-1%	5%	-3.0	9%
15) CCCN(CC(=O)Nc1ccc(F)c(F)c1F)C(=O)c1ccc(N2CCCC2=O)cc1
 : -4%	i	2.7%	-20%	-4%	10%	6%	0.9	·
16) CCc1ccccc1NC(=O)[C@H](Cc1ccccc1)N1Cc2ccccc2C1=O
 : 13%	?	3.9%	9%	-5%	-18%	·	·	12%
17) C#CCN1C(=O)S/C(=C\c2ccc(-c3ccc(C(=O)O)cc3C)o2)C1=O
 : -6%	i	0.1%[9.22 µM]	?	0%	3%	0%	-0.7	86%[activator]
18) CCOc1cc(/C=C2\C(=O)N(Cc3ccc(C)cc3)C(C)=C2C(=O)OC)ccc1O
 : -6%	i	?	·	?	-2%	-4%	-1.0	-6%
19) O=C(CSc1ccc2nnc(-c3ccc(Cl)cc3)n2n1)N1CCc2ccccc21
 : 0%	i	-0.1%	5%	-7%	-14%	8%	-1.9	2%
20) CCCCNC(=O)CCC(=O)Nc1ncc(-c2ccc(C)cc2)n1C
 : -7%	?	-0.4%	?	3%	-12%	-3%	-1.3	23%
21) NS(=O)(=O)c1ccc(NC(=O)C(=O)Nc2ccc3nc4n(c(=O)c3c2)CCCCC4)cc1
 : 9%	i	0.2%	9%	1%	6%	·	·	10%
22) CC(C)=C1C2C=CC1C1C(=O)N(c3ccc4c(c3)OCO4)C(=O)C21 (stereo not given)
 : -1%	i	1.8%	2%	-12%	-23%	3%	3.7	1%
23) Cc1ccc2c(C)c(C(=O)N3CCN(c4cnccn4)CC3)oc2c1C
 : -4%	?	3.5%	5%	27%	28%	2%	-3.7	15%
24) CO[C@H]1O[C@H](C)[C@@H](O)C[C@H]1NC(=O)OCc1ccccc1
 : -11%	i	-1.3%	-17%	2%	2%	1%	-2.0	-5%
25) Cc1[nH]n(-c2ccc([N+](=O)[O-])cc2)c(=O)c1C=NCC1CCCO1 (stereo not given)
 : -7%	i	3.2%	?	?	-50%	2%	0.7	31%
26) O=C(O)COc1ccc2c(c1)O/C(=C\c1cccs1)C2=O
 : ?	?	-1.6%	-15%	16%	15%	-4%	1.5	-20%
27) Cc1cccc(NC(=O)Nc2ccc3c(c2)N(C)C(=O)CS3)n1
 : 33%	i	15%	-3%	-7%	-33%	0%	-2.2	18%
28) CCc1ccc(C(=O)COC(=O)C(Cc2ccccc2)NC(=O)c2ccc(Cl)cc2)cc1 (stereo not given)
 : -12%	i	-0.4%	-8%	-13%	-26%	-13%	-0.8	1%
29) Cc1ccc(S(=O)(=O)N(C)C[C@@H]2Oc3ccc(NC(=O)Cn4cnnn4)cc3C(=O)N([C@@H](C)CO)C[C@H]2C)cc1
 : -1%	i	0.3%	4%	-9%	9%	-6%	-0.2	12%
30) O=S(=O)(NCCc1ccccn1)c1ccc(F)c(F)c1
 : -9%	i	0.2%	0%	0%	5%	1%	-1.8	0%
31) CCOC(=O)C1=C(C)N(C)C(C)=C(C(=O)OCC)C1c1ccccc1
 : -3%	i	-0.6%	-13%	-14%	-11%	-2%	-1.0	-5%
32) C[C@@H](NC(=O)c1[nH]cnc1C(=O)Nc1nccs1)c1ccccc1
 : -13%	i	0.0%	3%	11%	-17%	-1%	0.3	-21%
33) CC(C)N(CCNC(=O)C1CCCN(c2ncnc3c2nc2n3CCCCC2)C1)Cc1ccccc1 (stereo not given)
 : -3%	i	2.0%	?	3%	-16%	-2%	-3.6	-9%
34) COc1cc([N+](=O)[O-])c(OC)cc1SCc1n[nH]c(=S)n1-c1ccc(F)cc1
 : 2%	i	-0.8%	18%	0%	-89%	-3%	-2.6	-1%
35) Cc1cc(CNC(=O)CCc2nnc(CCCCc3ccccc3)o2)nn1C
 : 12%	i	-0.1%	-1%	-10%	7%	-3%	-2.8	-30%
36) CCCCCCCCN1[C@@H](CC(C)=O)c2cc(C(F)(F)F)ccc2S1(=O)=O
 : -1%	i	4.0%	?	?	-15%&-3%	0%	-0.5	-2%
37) OCC(Cc1ccccc1)NCc1ccccc1C(F)(F)F (stereo not given)
 : 12%	i	3.8%	-3%	16%	2%	7%	-1.1	7%
38) Cc1ccccc1C(=O)Nc1nc2c(C)csc2c(=O)s1
 : -8%	i	?	-27%	-1%	-7%	6%	-2.3	-9%
39) O=C(N[C@H]1C/C=C\C[C@@H](CC(=O)N(CCO)Cc2ccccc2)C(=O)N2CCC[C@@H]2COC1=O)OCC1c2ccccc2-c2ccccc21
 : 1%	i	-0.7%	12%	6%	2%	-4%	-0.6	1%
40) O=C(COc1ccc(-c2ccccc2)cc1)NN=C1CCCC1
 : 4%	i	-0.1%	8%	-2%	-17%	8%	-2.3	-9%
41) CCC/C=C/c1ccc(CN2C(C(C)C)C(=O)N(Cc3cn(CCC4OCCO4)nn3)CCS2(=O)=O)cc1 (stereo not given)
 : ·	·	4.3%	·	?	-56%	-6%	-4.9	?
42) O=C(CSc1nnc2scc(-c3ccccc3)n12)NCC1CCCO1 (stereo not given)
 : 2%	i	0.2%	-8%	0%	-3%	-1%	1.3	8%
43) COc1nc(OC)nc(N2CCC(C(=O)NCc3cccs3)CC2)n1
 : 5%	i	-0.5%	7%	?	11%	9%	-3.6	4%
44) CN(c1ccccc1)S(=O)(=O)c1ccc(NC(=O)c2cccs2)cc1
 : -29%	i	3.0%	?	?	-4%	15%	-0.2	-12%
45) Cc1nc2ccccc2c(=O)n1-c1cccc(NS(=O)(=O)c2ccccc2)c1
 : -9%	i	-0.6%	-18%	-19%	-3%	-2%	-0.8	10%
46) CC(C)N1CCC(C)(C(=O)Nc2ccc(Cl)c(Cl)c2)C1 (stereo not given)
 : ·	i	-0.7%	·	18%	3%	3%	0.1	-1%
47) CCOC(=O)/C(N=Nc1c(C)n(C)n(-c2ccccc2)c1=O)=C(\C)O
 : -4%	i	-0.2%	6%	-16%	1%	7%	0.1	-3%
48) CC(=O)N1CCN(C(=O)c2cccc(NS(=O)(=O)c3ccc(Br)cc3)c2)CC1
 : 3%	i	-0.1%	1%	-1%	-7%	7%	-3.0	-5%

Nothing new here: an excerpt of the list.
Each structure is followed by: A549 viability	ATXN viability	Nrf2 activator	Nrf2 block	TGFb SMAD3 inh	HepG2 viability	EPAC2 ag	IL2 activator	ATXN2 expr inh
1) COc1ccc(S(=O)(=O)N2CCOCC2)cc1NC(=O)CO/N=C/c1ccccc1OC(F)F
 : -2%	i	0.0%	-7%	-2%	17%	-7%	1.7	-10%
2) COC1c2ccccc2C(=O)N1Cc1ccc(F)cc1 (stereo not given)
 : 2%	i	0.2%	-1%	-17%	10%	-7%	-0.7	-6%
3) CN(C)C=NC(=O)c1cc(C(=O)c2ccc(C(C)(C)C)cc2)c[nH]1
 : 2%	i	0.2%	?	4%	-11%	-1%	-1.2	63%[activator][11.3 µM]
4) Cc1ccc2nc3c(cc(C(=O)NC4CCCC4)c(=N)n3C(C)C)c(=O)n2c1
 : ?	·	0.0%	11%	-3%	-12%	·	·	11%
5) CC(=O)c1sc(Nc2nc3ccc(F)cc3s2)nc1C
 : -3%	i	8.9%	9%	?	-35%	-13%	-1.4	1%
6) CCCN(C)C1CN(Cc2cn(Cc3ccc(F)cc3)nn2)S(=O)(=O)C1 (stereo not given)
 : ·	i	0.5%	·	·	·	6%	-0.1	4%
